Assay outcomes (PubChem BioAssay)
MC4R antagonist = MC4R antagonists of cAMP signaling, primary screen, cell-based, TR-FRET, antagonist arm of biased-ligand search. Melanocortin receptor 4 (Homo sapiens), P32245. MC4R-expressing cells, MTII-stimulated cAMP, LANCE TR-FRET. inhibition, % at 6.5 µM. 0.48% of 360,000 active;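 active = inhibition above its plate's cutoff, the mean of tested wells on that plate plus 3 SD, cut at about 29% in these data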;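 note: 0% = Melanotan II alone and 100% = Melanotan II plus saturating MCL0020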
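Material: U2OS-MC4R stable cell line | Reagent: Melanotan II challenge after compound preincubation | Doses: One concentration, 6.5 µM nominal | Incubation: 30-min compound preincubation, 1-h Melanotan II challenge, 1-h detection, room temperature | Signal: TR-FRET cAMP assay | Replicates: One well per compound, no replicates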
MC4R ag barr = MC4R agonists recruiting beta-arrestin, primary screen, cell-based, luminescence, agonist arm of biased-ligand search. Melanocortin receptor 4 (Homo sapiens), P32245. U2OS MC4R beta-arrestin complementation; percent of melanotan II response, DMSO zero. activation, % at 8.9 µM. 0.98% of 360,000 active;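 active = activation above a per-plate cutoff, the mean activation of sample wells on that plate plus 3 SD, cut at about 8% in these data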
Glyco luc inh = increase of ERlucT glycosylation luciferase signal, primary screen, N-linked glycosylation inhibitor project, D54 ERlucT cells, luminescence, set 2; D54 ERlucT glycosylation luciferase reporter, 24 h; percent of 100 nM tunicamycin response; reporter increase, % at 12.5 µM; 0.23% of 360,000 active;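 active = mean luciferase reporter signal, scaled so untreated is 0 and the glycosylation-blocking control 100, at or above a set limit in every replicate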;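 note: luciferase carries N-glycosylation sites so blocking glycosylation raises the light; 0% = median of neutral control wells and 100% = median of 100 nM tunicamycin wells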
m5-HT2A agonist = mouse Htr2a agonists via beta-arrestin recruitment, primary screen, cell-based, luminescence; 5-hydroxytryptamine receptor 2A (Mus musculus), P35363; CHO-K1 mHTR2A beta-arrestin complementation; percent of 30 µM serotonin response; activation, % at 7.6 µM; 0.66% of 360,000 active; AID 624169, 2012;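 active = activation above a run cutoff, the mean activation of all tested compounds plus 3 SD, cut at about 14% in these data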;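 note: 0% = plate median of compound wells and 100% = 30 µM serotonin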
ABHD5-PLIN5 inh = ABHD5-PLIN5 interaction inhibitors, primary screen, cell lysate, split luciferase complementation, luminescence; 0.78% of 360,000 active; Perilipin-5 (Homo sapiens) + 1-acylglycerol-3-phosphate O-acyltransferase ABHD5 (Homo …; Split G. princeps luciferase complementation, 4 h; AID 602281, 2012; inhibition, % at 4 µM;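 active = inhibition above the mean inhibition across every tested compound plus 3 SD, cut at about 22% in these data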;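 note: 0% = DMSO only wells and the 100% control is not disclosed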
Cardio protect = cardioprotection against H2O2-induced cell death, primary screen, uHTS, H9c2 cells, ATPLite luminescence; protection from H2O2 cell death, % at 20 µM; 0.63% of 360,000 active; H9c2 cardiomyocytes, H2O2 injury protection, 2 h;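 active = compounds giving at least 50% protection of heart cells from peroxide-induced death in the single-dose screen, raw or plate-pattern-corrected value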;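 note: 0% = DMSO wells with peroxide and 100% = DMSO wells without peroxide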
TLR9-MyD88 block = inhibitors of TLR9-MyD88 association in cells, primary screen, cell-based, CHO, BLA complementation, fluorescence; Toll-like receptor 9 (Homo sapiens) + Myeloid differentiation primary response protein …; CCF4 FRET ratio; inhibition, % at 4.98 µM; 0.21% of 340,000 active; AID 504734, 2011;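 active = inhibition above the mean over all tested compounds plus 3 SD, cut at about 21% in these data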;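 note: 0% = DMSO only wells and 100% = clavulanate BLA inhibitor control wells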
ABCB6 inh 2 = ABCB6 transporter inhibitors, primary screen, K562-ABCB6 cells, flow cytometry, MLPCN library; 0.19% of 360,000 active; ATP-binding cassette sub-family B member 6 (Homo sapiens), Q9NP58; fluorescence ratio to DMSO, % at 10 µM; K562-ABCB6 porphyrin accumulation, 1 h; stronger effect = lower value;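 active = fluorescence ratio to DMSO below 75%, the collection mean minus 3 SD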;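 note: signal is porphyrin accumulated inside mitochondria; 100% equals median channel fluorescence of DMSO control wells; lower ratio means ABCB6 inhibition with less porphyrin fluorescence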
Target sequence (Q9NP58 whole entry, looked up): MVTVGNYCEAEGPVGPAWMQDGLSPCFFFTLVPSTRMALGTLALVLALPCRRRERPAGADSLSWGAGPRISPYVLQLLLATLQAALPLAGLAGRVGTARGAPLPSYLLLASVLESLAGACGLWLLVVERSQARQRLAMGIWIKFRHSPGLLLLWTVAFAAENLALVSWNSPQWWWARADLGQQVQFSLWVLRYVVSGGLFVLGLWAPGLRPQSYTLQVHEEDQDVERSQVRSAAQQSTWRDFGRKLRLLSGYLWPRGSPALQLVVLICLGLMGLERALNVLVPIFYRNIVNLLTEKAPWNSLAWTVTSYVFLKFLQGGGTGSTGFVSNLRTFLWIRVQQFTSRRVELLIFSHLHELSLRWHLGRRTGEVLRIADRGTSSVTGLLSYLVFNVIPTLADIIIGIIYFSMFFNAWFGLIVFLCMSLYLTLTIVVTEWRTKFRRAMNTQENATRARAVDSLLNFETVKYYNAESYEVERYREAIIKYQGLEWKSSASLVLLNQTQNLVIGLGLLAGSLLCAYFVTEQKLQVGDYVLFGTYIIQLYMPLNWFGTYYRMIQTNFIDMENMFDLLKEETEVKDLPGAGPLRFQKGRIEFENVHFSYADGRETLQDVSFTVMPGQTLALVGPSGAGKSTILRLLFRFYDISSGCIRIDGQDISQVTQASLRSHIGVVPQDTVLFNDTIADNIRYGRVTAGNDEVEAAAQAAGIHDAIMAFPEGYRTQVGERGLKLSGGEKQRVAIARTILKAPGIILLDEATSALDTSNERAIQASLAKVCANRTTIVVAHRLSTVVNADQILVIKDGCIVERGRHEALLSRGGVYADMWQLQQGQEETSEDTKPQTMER
NOD2 RIPK2 PPI = NOD2-RIPK2 binding disruptors in cells, primary screen, fluorescence, CHO cells, BLA complementation. Receptor-interacting serine/threonine-protein kinase 2 (Homo sapiens), O43353. 0.38% of 360,000 active. CCF4 ratio. inhibition, % at 4.98 µM. AID 624267, 2012; in the data active = inhibition above about 21%;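 note: 0% = vehicle only and 100% = reference blocker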
NCOA2 inhibitor = inhibition of GAL4-SRC2 driven luciferase reporter, primary screen, SRC2 inhibitor project, cell-based, luminescence; 0.17% of 370,000 active; AID 651957, 2012; HEK293 GAL4-SRC2 luciferase reporter; inhibition, % at 9 µM;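 active = inhibition above the mean inhibition of all tested compounds plus 3 SD, set per campaign, cut at about 52% in these data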;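 note: 0% = DMSO treated cells and 100% = cells given Gossypol at 36 µM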
Starred values were filed as active, the others as inactive; x = not tested or not shown; & = joins results of further samples.

SMILES	MC4R antagonist	MC4R ag barr	Glyco luc inh	m5-HT2A agonist	ABHD5-PLIN5 inh	Cardio protect	TLR9-MyD88 block	ABCB6 inh 2	NOD2 RIPK2 PPI	NCOA2 inhibitor
C=CCn1c(SCC(=O)NC2CC2)nc2sc(CC)cc2c1=O	10	-2.2	5	2	1	1	0	96	-2	-1
C/C(Cc1ccccc1)=N\NC(=O)c1ccc(F)cc1	4	-0.3	2	-3	-2	2	1	96	5	-37
COC(=O)C1=C(COc2ccc(C=O)cc2OC)NC(=O)NC1c1cc(C)ccc1C (centres undefined)	6	-1.3	-1	2	0	11	10	100	4	-4
CN(C)CCC(Oc1ccccc1OCc1ccccc1)c1ccccc1 (centres undefined)	-10	3.0	0	-8	0	-4	-5	97	6	-9
C/C(=N\NC(=O)CN1CCN(Cc2ccccc2)CC1)c1ccncc1	5	-1.0	-2	-3	2	12	5	91	12	-4
Cc1cc(C)nc(-n2ncc3c2CC(c2ccc(F)cc2)CC3=O)n1 (centres undefined)	-2	3.0	1	12	8	0	5	96	-2	-11
COc1cccc(C(=O)NC(=S)Nc2ccc3oc(=O)ccc3c2)c1	15	-0.7	0	-10	0	5	-8	97	1	-10
COc1ccc(CC(=O)Nc2ccc(C(=O)NC(C)(C)C)cc2)cc1OC	-2	4.4	1	6	9	2	0	104	-4	-9
C=CCn1c(SCC(=O)OCc2ccccc2)nc2c1c(=O)n(C)c(=O)n2C	10	-0.1	1	8	-6	4	-3	101	-11	1
COc1ccc(-c2nnc(NC(=O)c3cccs3)s2)c(OC)c1	13	-0.8	2	2	-15	-15	1	101	-13	5
Cc1ccc2c(c1Br)/C(=N/N1C(=O)c3ccccc3C1=O)C(=O)N2	4	-1.1	12	-1	-6	28	12	101	-5	5
CN1C(=O)/C(=C/c2cc(N=Nc3ccccc3)ccc2O)SC1=S	5	-2.5	-4	-4	-8	-19	3	109	0	1
Cc1ccc(OC(=O)c2cc(C)nn2C(C)(C)C)cc1	5	1.8	-1	2	-1	-6	6	94	4	-15
O=C1CCN(Cc2ccc(Br)cc2)CCN1[C@H](CO)c1ccccc1	14	0.2	0	-4	4	-4	-6	102	-1	-1
COc1ccc(N2C(=O)CC(NCc3cccs3)C2=O)cc1 (centres undefined)	2	-0.8	2	-1	7	5	2	90	2	-5
Cc1ccc(-c2n[nH]c(=S)n2/N=C/c2cccs2)cc1	0	-3.2	5	1	-23	-3	-2	84	8	12
Clc1ccc(-c2nnc(COc3ncnc4sccc34)o2)cc1	-2	-0.9	0	3	2	-19	14	101	10	-20
CCCCc1nc(N2CCOCC2)c(C#N)c2c1COC(C)(C)C2	4	1.2	0	-4	8	5	-4	99	3	-33
COc1ccccc1N1CCN(C(=O)c2cccc(NC3=NC4CS(=O)(=O)CC4S3)c2)CC1 (centres undefined)	1	-0.3	-1	24*	9	4	6	96	-17	-11
COc1ccc(-c2nc(CS(=O)CC(=O)NCCC3=CCCCC3)c(C)o2)cc1 (centres undefined)	9	1.6	-1	40*	5	-4	-2	97	10	-43
O=C(/C=C/c1cccs1)N1CCCC1	2	-0.5	0	-1	2	1	7	97	-5	-40
COC(=O)[C@@]1(C)CC[C@]2(C)CC[C@@]3(C)C(=CC(=O)C4[C@@]5(C)CC[C@H](O)C(C)(C)[C@@H]5CC[C@]43C)[C@H]2C1 (some centres undefined)	2	-0.3	-6	5	8	11	-9	96	-1	2
CC1CCCC(C)N1C(=O)CSc1nnc(-c2cccs2)o1 (centres undefined)	1	2.0	-7	-3	-1	1	0	96	-10	-35
CCOC(=O)COc1ccc2c(=O)cc(-c3ccccc3)oc2c1	0	-0.1	-2	-2	-2	3	x	96	-12	6
CCCCCCOc1ccc(C(CC(=O)NC)C(=O)O)cc1 (centres undefined)	19	-2.5	2	-2	1	16	7	100	2	-6

More results.
SMILES	MC4R antagonist	MC4R ag barr	Glyco luc inh	m5-HT2A agonist	ABHD5-PLIN5 inh	Cardio protect	TLR9-MyD88 block	ABCB6 inh 2	NOD2 RIPK2 PPI	NCOA2 inhibitor
NC1=NC2(CCCC2)n2c(nc3ccccc32)N1	12	-1.8	1	-2	-6	4	3	98	-14	-26
O=C(NCCN1C(=O)C2C3C=CC(C3)C2C1=O)Nc1cccnc1 (centres undefined)	24	-0.9	0	2	-6	1	-13	103	-6	10
CCc1cc2c(N3CCN(C(=O)c4ccco4)CC3)ncnc2s1	-8	-1.5	-3	9	-1	-13	6	98	4	20
Nc1nonc1-n1nnc(C(=O)N/N=C/c2ccc(OCc3ccccc3F)cc2)c1CNc1ccccc1	12	-0.2	-2	1	-7	-6	2	101	-15	-37
COc1ccccc1N1C(=O)C(=O)N(C)C1=O	-3	0.8	2	-2	-15	6	-9	94	-7	7
COc1ccc(C2=NN(C(C#N)c3ccc(OC)c(OC)c3)C(c3ccccc3)C2)cc1 (centres undefined)	-18	-0.6	-3	-8	-6	7	6	104	4	-37
Nc1ccn(CCCNCC(c2ccccc2)c2ccccc2)c(=O)n1	-5	0.5	1	-5	1	-1	11	101	3	20
COc1ccc(S(=O)(=O)N(C)c2ccc(C(=O)NCc3ccccn3)cc2)cc1	5	-1.3	3	-6	-1	6	-1	99	1	-1
CCCC(=O)Nc1ccc(Cl)c(NC(=O)c2cccnc2Cl)c1	13	-1.2	0	1	3	5	4	104	7	5
CCOC(=O)C1C(=O)OC2(CCOC(C)(C)C2)C1C(=O)OCC (centres undefined)	10	-2.4	0	2	-3	6	9	95	-6	-31
CCCc1nnc(SCC(=O)Nc2ccc(Cl)cc2Cl)o1	1	-0.3	-2	5	-9	-3	-11	96	-7	-1
COC(=O)Nc1ccc(S(=O)(=O)N2CCC(C(=O)NC3CCCCC3)CC2)cc1	5	-4.1	-2	-1	-1	3	-3	148	-2	2
CCOc1ccc2nc(NC(=O)CSCC(=O)Nc3cc(C)on3)sc2c1	3	-0.6	-2	-7	2	-16	-9	106	8	3
Cc1cc(C)n2ncc(-c3cccc(Br)c3)c2n1	-11	-1.2	1	-2	0	0	4	95	7	-35
COc1cc(Cl)ccc1OCc1cc(C(=O)N2CCN(C)CC2)no1	1	0.0	1	-7	-9	0	-10	99	4	15
CCOC(=O)CSC1=C(C#N)C(c2sccc2C)CC(=O)N1 (centres undefined)	-4	-0.1	9	-5	-8	-6	0	100	-3	-11
CC(Sc1nc(NCc2ccccc2)nc(N2CCOCC2)n1)C(=O)Nc1ccccc1 (centres undefined)	5	2.8	-2	-5	-5	-8	9	92	-5	2
C1=C(CCNC2=NCCCCC2)CCCC1	3	0.3	1	0	0	-7	-3	104	-6	18
CCOC(=O)C1CCCN(CC(O)COc2ccccc2C(C)=O)C1 (centres undefined)	-4	-1.9	1	-7	-3	5	1	89	-6	-1
COc1ccc(N2C(=O)CSC2c2ccncc2)cc1 (centres undefined)	6	-0.4	2	9	-1	9	3	96	-5	-6
COC(=O)c1cc2nc(-c3ccccc3)cc(C)n2n1	-3	-0.6	1	-2	0	1	-10	92	-11	0
O=S(=O)(Nc1ccc(S(=O)(=O)Nc2ccccc2)cc1)c1ccccc1	1	-1.3	0	0	2	-2	10	94	-2	-3
Cc1ccc(NC(=O)CN(C)C(=O)CSc2nc(C)cs2)cc1	-1	-1.4	2	-3	0	2	-5	100	-7	2
CCOc1ccc(NC(=O)CN2CCN(c3ccc(F)cc3)CC2)cc1S(=O)(=O)N1CCCC1	13	2.8	1	-16	4	1	9	101	-4	-58
Cc1ccccc1OCCN1C(=O)NC2(CCCc3ccccc32)C1=O (centres undefined)	-2	-1.6	-2	3	-2	-8	6	94	-2	-27

Some of these compounds in order of heavy-atom count, ascending.
SMILES	MC4R antagonist	MC4R ag barr	Glyco luc inh	m5-HT2A agonist	ABHD5-PLIN5 inh	Cardio protect	TLR9-MyD88 block	ABCB6 inh 2	NOD2 RIPK2 PPI	NCOA2 inhibitor
COc1cccc(C(=O)NC(=S)Nc2ccc3oc(=O)ccc3c2)c1	15	-0.7	0	-10	0	5	-8	97	1	-10
Cc1ccccc1OCCN1C(=O)NC2(CCCc3ccccc32)C1=O (centres undefined)	-2	-1.6	-2	3	-2	-8	6	94	-2	-27
COC(=O)Nc1ccc(S(=O)(=O)N2CCC(C(=O)NC3CCCCC3)CC2)cc1	5	-4.1	-2	-1	-1	3	-3	148	-2	2

Continuation.
SMILES	MC4R antagonist	MC4R ag barr	Glyco luc inh	m5-HT2A agonist	ABHD5-PLIN5 inh	Cardio protect	TLR9-MyD88 block	ABCB6 inh 2	NOD2 RIPK2 PPI	NCOA2 inhibitor
CN1CCCN(S(=O)(=O)c2cccc(Cl)c2Cl)CC1	1	-4.8	-1	-3	4	13	5	96	6	8
Cc1cc(C)nc(SCC(N)=O)n1	0	0.1	1	1	1	0	5	97	-1	9
O=C(NCC(O)c1ccccc1)c1cccs1 (centres undefined)	16	0.6	-3	-10	3	5	-18	93	-9	-62
CCC1OC(C(C)C)Cc2[nH][nH]c(=O)c21 (centres undefined)	x	x	x	-3	-4	x	x	117	0	-4
COc1cccc(CNC(=O)[C@@H]2CCCN2C(=O)[C@H]2CCCCN2C(=O)c2cccc3ccccc23)c1	x	x	x	2	9	x	x	89	3	x
O=c1cc(CNCCCO)c2ccccc2[nH]1	2	-0.3	0	2	-1	0	-3	107	-9	14
COc1ccc(CN2C(=O)C(CC(C)C)Nc3ncnc(N4CCN(c5ccccc5)CC4)c32)cc1 (centres undefined)	-2	-1.1	-2&-3	-2&-1	15&1	10&1	-2	99&95	-6&-10	5&1
N#C/C(=N\Nc1ccc(Cl)cc1)C(N)=S	2	-0.6	-2	8	6	-18	-3	90	-8	20
O=C(Nc1ccccc1)OCCOc1ccc(Cl)cc1Cl	8	3.1	-1	-7	-9	-10	-20	95	2	-10
CCN(C(=O)C(C)Cl)c1ccccc1 (centres undefined)	6	-0.7	-1	4	-3	-4	6	95	-8	-1
CCOC(=O)N1CCN(c2cc(=O)n(-c3ccc(OCC)cc3)c(=O)[nH]2)CC1	-2	-1.8	-2	3	7	-6	5	92	-4	-13
CC(=O)Nc1ccc(NC(=O)CSc2nc3nc(-c4cccs4)cc(C(F)(F)F)c3c(=O)[nH]2)cc1	2	2.6	1	3	5	25	0	97	-5	-5
N#Cc1cccc(NC(=O)c2cc(C3CCCCN3S(=O)(=O)c3cccc4cccnc34)on2)c1 (centres undefined)	1	0.6	-3	-3	-1	18	x	95	6	-22

This is a subset, so the mix of outcomes need not match the whole.
